Assay outcomes as filed in PubChem.
TNAP activators = stimulation of alkaline phosphatase TNAP activity – biochemical, luminescent, no phosphate acceptor, uHTS, primary screen (AID 1001) | purified TNAP, luminescent activation assay, no phosphate acceptor; higher activation fold means a stronger effect | activation fold at 20 µM; hits with a dose series show EC50 in µM | 200,000 compounds, 0.03% hits; in the data active means activation fold from about 3, or a potency from the dose series; inactive means the rest, 99 in 100 with activation fold below about 1.6; further: many of its hits are not listed in these tables
M1AAP inhibition = P. falciparum M1AAP inhibitors, biochemical, fluorogenic H-Leu-NHMec substrate, 1536-well (AID 1445); recombinant M1AAP, H-Leu-NHMec fluorogenic kinetic assay; higher % means a stronger effect; one-dose inhibition, % at 30 µM; IC50 in µM for titrated hits; 220,000 compounds, 0.42% hits;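 active means primary inhibition above the hit cutoff, then over 50% inhibition at one or more dose response concentrations, cut at about 23% in these data, passing the limit was not always enough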;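 further: plate controls were DMSO full reaction for no effect and no enzyme background for full effect; strong numbers were not always called active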
LYP phosphatase = inhibitors of LYP phosphatase, biochemical, fluorescence intensity, uHTS (AID 1779); inhibition, % at 11.5 µM; hits with a dose series show IC50 in µM; recombinant LYP phosphatase, fluorescence intensity; higher % means a stronger effect; 290,000 compounds, 0.054% hits;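 further: plate controls were vehicle with enzyme for no effect and no enzyme for full effect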
human PMI inhibitors = human PMI inhibitors, high substrate, primary screen, biochemical, fluorescence intensity, high mannose 6-phosphate (AID 1220). 190,000 compounds, 0.66% hits. recombinant PMI enzyme, coupled fluorescence intensity; higher % means a stronger effect. inhibition, % at 20 µM, or IC50 in µM where a hit was titrated
human PMI inhibition = MPI enzyme activity inhibition – biochemical, fluorescence intensity, coupled assay, primary screen (AID 1209) | purified PMI enzyme, coupled fluorescence intensity; higher % means a stronger effect | inhibition, % at 20 µM, or IC50 in µM where a hit was titrated | 190,000 compounds, 0.42% hits;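 further: plate controls were DMSO vehicle for no effect and wells lacking substrate for full effect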
ER stress rescue = rescue of cells from ER stress-induced death, primary screen, 384-well, CSM14.1, thapsigargin, ATP luminescence (AID 1222); CSM14.1 thapsigargin-induced death rescue, ATP luminescence; higher % means a stronger effect; one-dose cellular ATP content (survival), % at 20 µM; EC50 in µM for titrated hits; 190,000 tested, under 10 active;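 active means EC50 below 50 µM in the dose-response confirmation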;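 further: death triggered by thapsigargin at about 15 µM added after 2 h compound pretreatment; cell ATP read after overnight thapsigargin exposure of roughly 18 to 22 hours; normalized against plate controls of thapsigargin alone and 5% DMSO vehicle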
XIAP antagonists = small molecules displacing peptide from XIAP – biochemical, IAP family, fluorescence polarization (AID 1018) | displacement, % at 20 µM; hits with a dose series show IC50 in µM | XIAP BIR domain, fluorescence polarization peptide displacement; higher % means a stronger effect | 200,000 compounds, 0.007% hits; in the data active means displacement above about 50%; further: a part of the inactive calls stands beside numbers as strong as those of hits
P. falciparum M17LAP = P. falciparum M17LAP inhibitors, primary screen, biochemical, fluorogenic H-Leu-NHMec substrate, 1536-well (AID 1619) | recombinant M17LAP, H-Leu-NHMec fluorogenic kinetic assay; higher % means a stronger effect | inhibition, % at 30 µM, or IC50 in µM where a hit was titrated | 220,000 compounds, 0.38% hits;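 active means compound inhibiting the enzyme by more than half at any dose during confirmatory dose-response retesting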;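 further: plate controls were full reaction with DMSO carrier for no effect and no enzyme background for full effect; strong numbers were not always called active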
Myeloid diff MLP = promotes myeloid progenitor differentiation | ER-HoxA9 myeloid progenitors, lysozyme-GFP differentiation, flow cytometry | calls only at 10 µM | 360,000 compounds, 1% hits | AID 624256;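 active means normalized GFP-positive differentiation at or above the plate's own cutoff, the solvent-only control mean plus 3 SD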;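 further: cells exposed to compound for four days before flow analysis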
Myeloid diff MLP GFP+ MAC1+ % = also measured in Myeloid diff MLP; calls as there; GFP+ MAC1+ double positive, %; measured here: differentiation confirmed by MAC1 staining
Numbers without * were called inactive; i = inactive; / = not tested or not shown. Unless noted, no stated cut-off is given here; in the data, active means inhibition above about 50%; inactive means the rest.

SMILES | TNAP activators | M1AAP inhibition | LYP phosphatase | human PMI inhibitors | human PMI inhibition | ER stress rescue | XIAP antagonists | P. falciparum M17LAP | Myeloid diff MLP | Myeloid diff MLP GFP+ MAC1+ %
CCOC(=O)C1C(=O)N(O)CC1c1cccc(Oc2ccccc2)c1 (stereo not drawn) | 1.2 | 8% | -1% | 1% | -3% | -1.2% | -2.1% | 11% | i | 0.5
CC(=O)NC(=S)Nc1ccccc1N1CCCCC1 | 1 | 0% | -4% | 11% | 14% | -0.8% | -3.5% | 29% | i | 0.1
Cc1cc(C)cc(N2CC(C(=O)O)CC2=O)c1 (stereo not drawn) | 1.1 | 6% | 1% | 6% | 8% | 1.3% | -2.0% | 9% | i | 1.0
COc1ccc(NC(=S)N(CCCN2CCOCC2)C(C)c2cc3cccc(OC)c3o2)cc1 (stereo not drawn) | 1.1 | 7% | -5% | 10% | 6% | -0.5% | -1.1% | 4% | i | 0.5
O=[N+]([O-])c1cccc(S(=O)(=O)c2ccc(N3CCCCC3)c([N+](=O)[O-])c2)c1 | 1 | 7% | -2% | 9% | 13% | 2.0% | -22% | 1% | i | 1.8
CC(=O)c1cc(C#N)c(N2CCCC2)nc1C | 1.1 | 11% | -4% | -6% | -8% | 1.5% | -5.9% | 7% | i | 0.2
O=C(Nc1cccnc1)c1ccc(CN2CCc3ccccc3C2)cc1 | 1 | 16% | -2% | 1% | -17% | 0.9% | -2.8% | 5% | i | 0.6
O=S(=O)(CCc1nnc(-c2ccccc2)o1)c1ccc2ccccc2c1 | 1.1 | -5% | 0% | 7% | 2% | 0.2% | -3.1% | 6% | i | 0.3
Cc1ccc(N(Cc2cc(=O)[nH]c3ccccc23)C(=O)c2ccco2)cc1 | 1 | 5% | 3% | -26% | -14% | -1.2% | -3.5% | 2% | i | 1.2
CNCC(O)COc1ccccc1 (stereo not drawn) | 1.2 | 3% | -9% | -3% | 3% | 0.3% | -5.2% | 0% | i | 2.3
COc1cccc(CNC(=O)CCC2CCCN(C(=O)c3ccoc3)C2)c1 (stereo not drawn) | 1.1 | -3% | -11% | -12% | 1% | -1.2% | -3.5% | -3% | i | 0.5
COCc1cc(C)nc2sc(C(=O)N3CCCCC3)c(N)c12 | 1.2 | 8% | -9% | -35% | -19% | -0.7% | -3.0% | -5% | i | 12
O=C(Nc1ncnc2sc3c(c12)CCCCC3)c1ccccc1 | 0.8 | 5% | 2% | 8% | 0% | -0.4% | -8.6% | 8% | i | 1.9
COc1ccccc1Nc1nnc(SCC(=O)N2CC(=O)Nc3ccccc32)s1 | 1 | 2% | 4% | 6% | 16% | -1.4% | 0.8% | 2% | i | 0.5
Cn1c(-c2ccco2)nc2cc3ccccc3cc21 | 0.9 | 16% | -6% | -6% | 0% | -9.4% | -6.7% | -52% | i | 0.2
Cc1cc(C)n2nc(-c3ccccc3)cc2n1 | 1.1 | 7% | -5% | 10% | 11% | -2.1% | -17% | 13% | i | 0.1
CCOC(=O)c1c(NC(=O)/C=C/c2ccc3c(c2)OCO3)sc(C)c1C | 1.1 | -3% | -2% | 1% | 6% | -2.2% | -4.3% | -16% | / | /
O=C(CSc1ncccn1)NCc1cccs1 | 1 | 2% | -8% | 0% | 2% | 1.3% | -0.7% | 4% | i | 0.2
CCS(=O)(=O)N1CCCC(C(=O)NCC2CCCO2)C1 (stereo not drawn) | 1.1 | 0% | -8% | -6% | -1% | 1.8% | -3.2% | 4% | / | /
Cc1occc1C(=O)Nc1c(F)cc(F)cc1Br | 1 | 2% | 2% | -8% | 0% | -1.8% | -9.0% | 3% | i | 6.8
CCOc1ccc(N2CC(=O)SC2=S)cc1 | 0.6 | -5% | -4% | 4% | 1% | -1.6% | -3.2% | 17% | i | 2.1
O=C(NC12CC3CC(CC(C3)C1)C2)c1ccccc1 | 1.1 | 1% | -6% | 5% | 6% | 5.9% | -3.4% | 8% | i | 0.2
O=C(/C=C/c1cccc(Cl)c1)NCCN1CCOCC1 | 1.1 | 4% | 0% | -6% | -3% | -0.7% | 0.3% | -12% | i | 0.3
N/C(=N\OC(=O)c1cc(Cl)ccc1Cl)c1ccccn1 | 0.9 | 8% | -6% | -11% | -4% | -4.8% | -1.2% | 4% | i | 0.2
COc1ccc2nc(SCC(=O)Nc3ccc(S(=O)(=O)N4CCCC4)cc3)c(C#N)cc2c1 | 1.1 | 1% | 1% | -32% | -3% | -2.4% | -12% | 0% | i | 9.2

The list goes on (4 carried over from the part before).
SMILES | TNAP activators | M1AAP inhibition | LYP phosphatase | human PMI inhibitors | human PMI inhibition | ER stress rescue | XIAP antagonists | P. falciparum M17LAP | Myeloid diff MLP | Myeloid diff MLP GFP+ MAC1+ %
O=C(NC12CC3CC(CC(C3)C1)C2)c1ccccc1 | 1.1 | 1% | -6% | 5% | 6% | 5.9% | -3.4% | 8% | i | 0.2
O=C(/C=C/c1cccc(Cl)c1)NCCN1CCOCC1 | 1.1 | 4% | 0% | -6% | -3% | -0.7% | 0.3% | -12% | i | 0.3
N/C(=N\OC(=O)c1cc(Cl)ccc1Cl)c1ccccn1 | 0.9 | 8% | -6% | -11% | -4% | -4.8% | -1.2% | 4% | i | 0.2
COc1ccc2nc(SCC(=O)Nc3ccc(S(=O)(=O)N4CCCC4)cc3)c(C#N)cc2c1 | 1.1 | 1% | 1% | -32% | -3% | -2.4% | -12% | 0% | i | 9.2
CC(=O)Nc1ccc(S(=O)(=O)N2c3ccccc3NC(=O)CC2C)c(Cl)c1 (stereo not drawn) | / | 2% | -12% | / | / | / | / | 3% | i | 0.5
COc1cc(C(=O)Nc2ccc(S(=O)(=O)NC(C)(C)C)cc2)cc(OC)c1OC | 1 | 1% | -6% | -1% | -1% | -4.6% | -1.3% | 9% | i | 6.3
CC(C)C(NS(=O)(=O)c1ccc2c(c1)oc(=O)n2C)C(=O)N1CCN(Cc2ccccc2)CC1 (stereo not drawn) | 0.8 | -2% | 5% | -1% | -8% | -0.5% | -4.8% | 3% | i | 2.4
O=C1Nc2ccccc2C12OC1CCCCC1O2 (stereo not drawn) | 1 | 11% | 0% | -5% | -4% | -2.4% | -2.7% | -7% | i | 7.3
CN(C)c1ccc2c3c(ccc(N(C)C)c13)COC2 | 1.1 | 1% | -6% | 27% | 8% | -1.3% | -9.1% | 4% | i | 0.2
CC(C)Sc1cc(N2CCOCC2)nc(-c2ccccc2)n1 | 1.1 | 5% | 2% | 3% | 10% | 0.8% | -2.1% | -13% | i | 0.5
CCn1cc(CN(C)C(=O)/C=C/c2ccc([N+](=O)[O-])cc2)c(C)n1 | 1.1 | 6% | -3% | 10% | 7% | 2.9% | -3.2% | 14% | i | 0.5
COc1ccc(CCCC(=O)N/N=C/c2cccc(OC)c2O)cc1C | 1.2 | -6% | -6% | -3% | 1% | 6.8% | -1.8% | -2% | i | 1.3
C=CCN1C(=Nc2ccccc2)SC/C1=C\C(=O)OC | 1 | 4% | -1% | -4% | -4% | 1.2% | -3.9% | 7% | i | 1.6
O=C(O)c1cccc(NC(=S)NCc2ccccc2)c1 | 1.1 | -3% | -5% | -6% | -2% | 1.3% | -2.8% | 11% | i | 0.9
Cc1cccc(OCC(=O)Nc2ccc(N3CCCC3)cc2)c1C | 1.1 | 2% | -15% | -54% | -49% | 3.5% | 44% | -3% | i | 5.8
c1ccc(-c2ccc(-c3cnc4n3CCCCC4)cc2)cc1 | 1.3 | 6% | -8% | 0% | 0% | 2.4% | -5.7% | -10% | i | 0.4
CNc1nc(Oc2ccccc2C(=O)OC)nc(SC)n1 | 1.1 | 4% | -6% | -8% | -2% | -2.9% | -1.7% | 8% | i | 1.2
CC(C)CCC(CCN1CCCC1)c1ccc2c(c1)OCO2 (stereo not drawn) | / | 1% | -6% | / | / | / | / | -1% | i | 0.2
O=c1nc(NCc2ccco2)sc2ncccc12 | 1.1 | 8% | -8% | 0% | -1% | 2.7% | / | 5% | i | 0.4
COc1ccccc1-c1nnc(NC(=O)c2ccc3ncsc3c2)o1 | 1.8 | -3% | 0% | -20% | -23% | -1.6% | -6.1% | 13% | i | 0.4
COc1ccc(C(=O)Nc2ccc(S(=O)(=O)N3CCOCC3)cc2)cc1OC | 1 | 0% | 0% | -5% | -18% | 3.1% | -0.9% | 7% | i | 0.9
O=C(Nc1ccon1)C12CC3CC(C1)CC(n1cnc([N+](=O)[O-])n1)(C3)C2 | 1.1 | 8% | 4% | -4% | -11% | -1.3% | -4.4% | -1% | i | 0.5
Cc1ccccc1Nc1nc(N)nc(COC(=O)CC2CC3CCC2C3)n1 (stereo not drawn) | 1.1 | 4% | 4% | 21% | 16% | 1.4% | -5.0% | 9% | i | 0.8
COCCOC(=O)C1=C(C)Nc2ncnn2C1c1ccco1 (stereo not drawn) | / | 0% | -6% | / | / | / | / | 0% | i | 0.6
Cc1cc2nc(-c3ccncc3)cc(C(F)(F)F)n2n1 | 1 | 2% | -7% | -3% | 0% | 1.1% | 14% | -7% | i | 0.5
Cc1ccc(S(=O)(=O)N2CCOCC2)cc1C(=O)Nc1c(C)n(C)n(-c2ccccc2)c1=O | 1.1 | 2% | -7% | -11% | -9% | 1.6% | -2.7% | 15% | i | 1.1
O=P(O)(O)CP(=O)(O)O | 1.2 | -3% | -8% | -16% | -5% | 0.9% | -19% | -3% | / | /
CNC(=S)N/N=C/c1c(C)nn(-c2ccc(F)cc2)c1Cl | 1.1 | -1% | -2% | -8% | -6% | -0.2% | -6.5% | 0% | i | 0.2
Cc1ccc(CC(=O)Nc2cc([N+](=O)[O-])ccc2F)cc1 | 1.1 | -1% | -8% | / | / | -0.8% | -0.9% | 0% | i | 0.4
SMILES | TNAP activators | M1AAP inhibition | LYP phosphatase | human PMI inhibitors | human PMI inhibition | ER stress rescue | XIAP antagonists | P. falciparum M17LAP | Myeloid diff MLP | Myeloid diff MLP GFP+ MAC1+ %
O=S(=O)(Nc1ccccc1)c1ccc(-c2csnn2)cc1 | / | -4% | -1% | / | / | / | / | 2% | i | 0.8
CC(C)CC1NC(=O)N(CCCCN2C(=O)c3ccccc3C2=O)C1=O (stereo not drawn) | 1 | 8% | 0% | -8% | -10% | 0.0% | -0.9% | -1% | i | 0.1
O=C(CSc1nnnn1-c1ccc2c(c1)OCO2)NCc1cccs1 | 1 | 8% | -2% | 10% | 11% | -2.3% | -10% | 14% | i | 1.4
COc1cc([N+](=O)[O-])ccc1NC(=O)NCc1ccco1 | 1.1 | 6% | 3% | -5% | -16% | -1.4% | 0.7% | 0% | i | 0.0
CCc1ccc(OCC(=O)NC(=S)Nc2ccc(C(C)=O)cc2)c(Br)c1 | 1.1 | -7% | -2% | -4% | -3% | 4.2% | -0.2% | 3% | i | 2.8
COC(=O)C1=C(C)NC(C)=C(C(=O)OC)C1c1ccc2ccccc2n1 | 1.1 | 1% | -5% | -6% | -1% | -3.9% | -3.6% | 15% | i | 0.0
O=C(Nc1ccc(F)cc1F)NC1CC(=O)N(Cc2ccccc2)C1 (stereo not drawn) | 1.1 | 0% | -7% | -6% | 0% | -2.8% | -2.7% | -1% | / | /
